MEX-5 binding – C. elegans MEX-5 TCR-2 RNA binding activity; Q9XUB2; MEX-5/FITC-TCR2 RNA binding, fluorescence polarization; hits give low values; activity score (negative = inhibition of binding), % at 10 µM; 0.38% of 300,000 active; AID 1832;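 active = inhibition past about -25% in most replicates, and total fluorescence under double the plate's negative control median, limit read from the data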;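 note: 0% = DMSO and -100% = 5 µM competing unlabeled TCR2 RNA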
Target sequence (Q9XUB2 whole entry, looked up): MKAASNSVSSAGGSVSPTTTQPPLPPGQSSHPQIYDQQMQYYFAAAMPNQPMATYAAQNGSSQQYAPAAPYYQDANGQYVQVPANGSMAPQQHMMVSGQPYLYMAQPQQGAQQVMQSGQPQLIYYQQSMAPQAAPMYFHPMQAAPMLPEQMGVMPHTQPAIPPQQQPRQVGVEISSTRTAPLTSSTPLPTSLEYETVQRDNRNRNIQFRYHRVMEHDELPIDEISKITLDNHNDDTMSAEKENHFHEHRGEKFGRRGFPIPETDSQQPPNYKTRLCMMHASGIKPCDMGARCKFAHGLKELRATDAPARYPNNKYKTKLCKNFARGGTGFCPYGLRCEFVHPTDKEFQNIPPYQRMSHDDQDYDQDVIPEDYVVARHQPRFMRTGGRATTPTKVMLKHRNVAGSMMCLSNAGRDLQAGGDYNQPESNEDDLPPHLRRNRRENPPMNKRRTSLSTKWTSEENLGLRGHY
GLD-1 RNA inh – GLD-1-TGE RNA interaction inhibition (C. elegans); inhibition, % at 5.96 µM; purified GLD-1 + fluorescein TGE RNA, fluorescence polarization; 0.44% of 320,000 active; AID 2280; Q17339;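 active = percent inhibition above a per-plate cutoff, the plate mean of test compounds plus 3 SD, cut at about 30% in these data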;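 note: 0% = DMSO wells with GLD-1 and probe and 100% = wells lacking GLD-1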
Target sequence (Q17339 whole entry, looked up): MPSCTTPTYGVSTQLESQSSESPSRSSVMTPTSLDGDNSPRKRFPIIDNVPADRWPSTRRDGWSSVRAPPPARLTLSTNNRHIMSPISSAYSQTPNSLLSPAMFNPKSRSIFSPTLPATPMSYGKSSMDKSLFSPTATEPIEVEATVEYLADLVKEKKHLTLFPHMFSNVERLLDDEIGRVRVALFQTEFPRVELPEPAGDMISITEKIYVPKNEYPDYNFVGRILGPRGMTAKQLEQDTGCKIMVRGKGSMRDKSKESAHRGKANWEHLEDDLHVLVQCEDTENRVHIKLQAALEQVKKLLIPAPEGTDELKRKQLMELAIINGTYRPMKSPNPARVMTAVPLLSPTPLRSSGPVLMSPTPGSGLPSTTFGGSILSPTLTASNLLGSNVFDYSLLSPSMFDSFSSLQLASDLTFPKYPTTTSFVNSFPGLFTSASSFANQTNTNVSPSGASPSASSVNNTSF
CR mimetic SO – caloric restriction mimetics inhibiting age-related superoxide in yeast | S. cerevisiae aged cells, superoxide DHE fluorescence; hits give low values | superoxide response (% of plate mean), % at 10 µM | 0.18% of 330,000 active | AID 2690;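 active = superoxide response under a set limit, about three screen SD below normal, cut at about 65% in these data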;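 note: yeast aged for seven days with compound at 30 °C before DHE staining; 100% = average MFI of all compound-treated wells on the plate with controls excluded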
MCL1-BIM inh – MCL1-BIM-BH3 interaction inhibition (human). GST-MCL1 / FITC-Bim-BH3 fluorescence polarization. AID 2057. 0.68% of 320,000 active. Q07820. inhibition, % at 10.9 µM;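 active = inhibition above the mean inhibition of all tested compounds plus 3 SD, set per campaign, cut at about 40% in these data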;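 note: 0% = DMSO wells and 100% = unlabeled Bim-BH3 peptide control; higher means more loss of mP so more displacement of Bim peptide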
VLA-4 inh – inhibition in a human VLA-4 binding assay; VLA-4 expressing cells, ligand binding flow cytometry; 0.2% of 330,000 active; P13612; inhibition, % (about 7 µM as worked out from the volumes in the protocol); in the data active = inhibition above about 50%
GRK2 inh – blocks RNA aptamer binding to human GRK2 | P25098 | inhibition of aptamer binding, % at 10 µM | bead flow cytometry, FAM-aptamer displacement from GRK2 | 0.59% of 330,000 active;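 active = inhibition of aptamer binding above 40%, roughly 3 SD of noise, on plates passing a quality check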;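 note: median bead fluorescence of bound FAM aptamer so fluorescent compounds give negative values; no value below 0 was filed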
CIT2-GFP yeast – modulators of TOR pathway CIT2-GFP in S. cerevisiae; S. cerevisiae CIT2-GFP strain, flow cytometry, 3 h; 100 means same as DMSO wells; GFP response vs DMSO, % at 10 µM; 0.065% of 320,000 active;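 active = GFP response relative to DMSO above a set limit, near the screen mean plus 3 SD, cut at about 150% in these data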;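 note: ratio of well median GFP fluorescence to mean of DMSO wells on the plate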
Bcl-xL primary – Bcl-xL (human) inhibition. GST-Bcl-xL / FITC-Bim BH3 peptide fluorescence polarization. inhibition, % at 10.9 µM. 0.7% of 320,000 active;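 active = inhibition above the mean of all tested compounds plus 3 SD, cutoff set per campaign, cut at about 30% in these data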;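 note: 0% = DMSO wells and 100% = unlabeled Bim-BH3 peptide competitor; inhibitors lower millipolarization by displacing the labeled peptide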
AGP1 TOR yeast – alters AGP1-GFP fluorescence in TOR pathway yeast screen. S. cerevisiae AGP1-GFP multiplex flow cytometry, 3 h; GFP as percent of DMSO wells. 0.02% of 320,000 active. GFP response vs DMSO, % at 10 µM. AID 2066;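 active = GFP response relative to DMSO above a set limit, near screen average plus 3 SD, cut at about 150% in these data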;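 note: median GFP channel fluorescence of the gated AGP1 strain per well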
The depositor's hits bear a star; / = no result given.

#1 Cc1ccc(CNC(=O)C(=O)NCC2OCCN2C(=O)c2ccc3c(c2)OCO3)cc1 (centres undefined)
#2 COCCNC(=O)C(c1ccncc1)N(C(=O)c1sc(C)nc1C)c1cccc(C)c1 (centres undefined)
#3 Cc1ccc(C(=O)N/N=C/C=C/c2ccccc2)o1
#4 COc1ccc(NC(=O)C2C3C=CC(O3)C2C(=O)O)cc1 (centres undefined)
#5 COc1ccc(NC(=O)CS(=O)(=O)c2ccccc2Cl)cc1
#6 O=C(Nn1c(SCc2ccc(F)cc2)nc2ccsc2c1=O)c1ccccc1

Compound,1,2,3,4,5,6
MEX-5 binding,1.5,-3.5,1.6,1.0,-0.1,0.4
GLD-1 RNA inh,-2,1,11,6,-11,3
CR mimetic SO,126,97,88,107,117,72
MCL1-BIM inh,0,-6,5,-1,-7,3
VLA-4 inh,3,2,0,-3,8,0
GRK2 inh,0,6,2,1,5,0
CIT2-GFP yeast,93,97,95,108,97,90
Bcl-xL primary,2,-2,9,4,-8,2
AGP1 TOR yeast,95,99,97,107,100,96

#7 COc1ccc(C(=O)N=c2sccn2C)cc1
#8 O=C(NCc1nc2ccccc2[nH]1)C1=C[C@H](C2CCCCC2)C[C@H](OCCCCO)O1
#9 COC(=O)c1ccccc1NC(=O)CN(C)S(=O)(=O)c1ccc(OC)cc1
#10 CCOc1cc(C(=S)N2CCOCC2)ccc1OS(=O)(=O)c1ccc(C)cc1
#11 CCCCN(C(=O)NC(=O)Nc1cccc(C)c1C)S(C)(=O)=O
#12 CCCn1c2ccc(F)cc2c2nnc(SCCN3CCCCC3)nc21

Compound,7,8,9,10,11,12
MEX-5 binding,-1.0,-2.2,-1.5,1.6,1.5,1.1
GLD-1 RNA inh,0,8,2,5,0,-3
CR mimetic SO,111,97,106,108,102,113
MCL1-BIM inh,-5,1,3,10,5,0
VLA-4 inh,-2,-7,-19,-5,4,12
GRK2 inh,1,0,0,2,0,0
CIT2-GFP yeast,93,88,95,105,98,101
Bcl-xL primary,-1,6,6,5,7,2
AGP1 TOR yeast,95,81,92,105,92,101

#13 CCOC(=O)c1sc(NC(=O)c2ccc(S(=O)(=O)N3CCOCC3)cc2)nc1-c1ccccc1
#14 Cn1c(=O)n(Cc2ccccc2F)c(=O)c2c1nc1n2CCN1Cc1ccco1
#15 COc1ccc(CNC(=O)CSc2nnc3nc(C)cc(C)n23)cc1OC
#16 CC(C)(C)c1ccc(NC(=O)c2ccsc2)cc1
#17 CC(=O)Oc1ccccc1N(C(C)=O)S(=O)(=O)c1ccc2ccccc2c1
#18 COCCNC(=O)/C=C/c1c(Cl)cccc1Cl

Compound,13,14,15,16,17,18
MEX-5 binding,1.7,-0.3,1.1,1.5,0.9,0.6
GLD-1 RNA inh,2,0,-3,4,-4,4
CR mimetic SO,116,96,89,90,94,94
MCL1-BIM inh,1,5,-4,-12,8,13
VLA-4 inh,7,-2,-6,-2,11,-1
GRK2 inh,3,0,0,0,5,0
CIT2-GFP yeast,103,97,113,86,95,94
Bcl-xL primary,0,6,-4,-2,5,6
AGP1 TOR yeast,97,96,120,102,107,91

Results in MCL1-BIM inh and CIT2-GFP yeast (2 entries from above):
item | Molecule | MCL1-BIM inh | CIT2-GFP yeast
17 | CC(=O)Oc1ccccc1N(C(C)=O)S(=O)(=O)c1ccc2ccccc2c1 | 8 | 95
18 | COCCNC(=O)/C=C/c1c(Cl)cccc1Cl | 13 | 94

More compounds
#19 CCCC(=O)Nc1cccc2c1CCCC2
#20 CCN(CC)C(=O)CSc1nnc(SC(C)C(=O)NC2CC2)s1 (centres undefined)
#21 COCc1c(C(=O)N2CCN(S(=O)(=O)c3ccccc3Cl)CC2)oc2ccccc12
#22 Cc1ccc(-c2ccc(=O)n(CC(=O)NCCCN3CCCCC3)n2)cc1
#23 COc1ccc(CCNC(=O)CN(C)S(=O)(=O)c2cccs2)cc1
#24 COC(=O)C/C=C/[C@@H](C)[C@@H](/C=N/O[C@@H](C)c1cn([C@H](CO)Cc2ccccc2)nn1)NS(=O)(=O)c1ccc(C)cc1

Compound,19,20,21,22,23,24
MEX-5 binding,1.7,/,/,2.2,/,1.4
GLD-1 RNA inh,2,-1,1,6,1,1
CR mimetic SO,96,100,96,82,106,98
MCL1-BIM inh,-6,/,-2,4,3,-1
VLA-4 inh,8,0,1,-3,8,21
GRK2 inh,1,1,0,0,0,6
CIT2-GFP yeast,101,108,85,102,99,119
Bcl-xL primary,-1,/,-1,2,6,6
AGP1 TOR yeast,95,108,93,100,96,95

#25 O=[N+]([O-])c1ccc(-c2cnc(SC(c3ccccc3)c3ccccc3)[nH]2)cc1
#26 CCCCCCCNC(=O)C1(CC2CC(c3cccc(Br)c3)=NO2)CCNCC1 (centres undefined)
#27 Cc1onc(-c2ccccc2Cl)c1C(=O)N1CCCCC1C(=O)O (centres undefined)
#28 Cc1ccc2c(C(=O)CN3CCSCC3)c(C)[nH]c2c1
#29 Cc1nn(C)cc1/C=N/NC(=S)Nc1ccc(Cl)cc1Cl
#30 COc1cc(C(=O)NCc2nc(C)cs2)ccc1OC1CCN(C(C)=O)CC1

Compound,25,26,27,28,29,30
MEX-5 binding,-0.3,-0.6,-1.8,2.9,0.8,0.9
GLD-1 RNA inh,-22,0,3,3,3,5
CR mimetic SO,90,102,95,107,100,103
MCL1-BIM inh,-50,7,0,3,5,4
VLA-4 inh,-1,38,41,7,23,-1
GRK2 inh,2,0,0,0,2,1
CIT2-GFP yeast,104,99,102,103,89,100
Bcl-xL primary,-20,2,1,5,-2,2
AGP1 TOR yeast,103,98,104,106,91,103

#31 O=C(NCc1cccc(C(F)(F)F)c1)c1cccc(Cl)c1Cl
#32 COc1ccccc1-n1ccnc(SCC(=O)NCc2ccccc2Cl)c1=O
#33 Nc1ccccc1C(=O)Nc1nccs1
#34 O=C(Nc1cc(S(=O)(=O)N2CCOCC2)ccc1N1CCCC1)c1ccc2c(c1)S(=O)(=O)c1ccccc1C2=O
#35 O=[N+]([O-])c1ccccc1/C=C/C=N/Nc1ccc(S(=O)(=O)Nc2ccc(Cl)cc2)cc1[N+](=O)[O-]
#36 CCN1CCN(C(=O)c2cc3sccc3n2CC(=O)c2ccccc2)CC1

Compound,31,32,33,34,35,36
MEX-5 binding,-0.1,-2.5,-2.3,-1.3,3.3,-3.7
GLD-1 RNA inh,8,-5,1,4,-2,1
CR mimetic SO,87,103,86,100,105,97
MCL1-BIM inh,10,10,-8,0,-4,8
VLA-4 inh,0,-12,-3,-15,6,-3
GRK2 inh,1,3,0,0,0,0
CIT2-GFP yeast,93,104,93,99,99,101
Bcl-xL primary,8,-1,-1,4,-1,4
AGP1 TOR yeast,98,110,104,99,101,100

#37 CC(C)CCNC(=O)CO/N=C/c1ccccc1OC(F)F
#38 Clc1c(OCCCn2ccnc2)ccc2ccccc12
#39 CCCc1nn2c(=O)cc(CSCC(=O)Nc3ccc(OC)cc3)nc2s1
#40 CCN(CC)c1ccc([N+](=O)[O-])cc1/C=N/NC(=O)CC#N
#41 COc1cc(/C=N/n2c(=S)[nH]nc(C)c2=O)cc([N+](=O)[O-])c1O
#42 CCN(Cc1cc2cc(OC)ccc2[nH]c1=O)C(=O)c1ccncc1

Compound,37,38,39,40,41,42
MEX-5 binding,-1.4,2.7,-3.2,-4.1,-4.1,0.2
GLD-1 RNA inh,-2,-1,-10,-1,2,5
CR mimetic SO,101,95,110,99,101,114
MCL1-BIM inh,-6,1,4,-6,8,2
VLA-4 inh,-27,-9,9,14,19,2
GRK2 inh,1,0,6,1,0,2
CIT2-GFP yeast,97,96,95,114,111,96
Bcl-xL primary,-4,4,7,1,6,3
AGP1 TOR yeast,104,101,105,108,104,97

#43 Cc1noc(C)c1C(=O)NCCCN1CCCC1=O
#44 CCc1ccc(N=C2N=C(N)c3ccccc32)cc1
#45 NC(=O)c1cc(S(=O)(=O)N2CCCC2)ccc1OCc1ccc(F)cc1
#46 CC(C)CN(C(=O)c1ccc(Br)o1)C1CCS(=O)(=O)C1 (centres undefined)
#47 N#Cc1c(Cl)nc2c(c1C#N)CCCC2
#48 CC(C)(C)OC(=O)[C@H](Cc1ccccc1)NC(=O)c1nc[nH]c1C(=O)NCC(=O)OCc1ccccc1

Compound,43,44,45,46,47,48
MEX-5 binding,1.5,-0.4,-0.7,3.6,-2.9,1.4
GLD-1 RNA inh,8,8,-4,0,-4,4
CR mimetic SO,91,114,106,96,110,100
MCL1-BIM inh,6,2,1,3,10,6
VLA-4 inh,0,23,4,2,0,10
GRK2 inh,0,1,2,0,2,2
CIT2-GFP yeast,103,94,104,103,91,71
Bcl-xL primary,1,10,3,0,6,-1
AGP1 TOR yeast,102,99,111,105,104,81

Of the compounds above, these have bromine.
#26 CCCCCCCNC(=O)C1(CC2CC(c3cccc(Br)c3)=NO2)CCNCC1 (centres undefined)
#46 CC(C)CN(C(=O)c1ccc(Br)o1)C1CCS(=O)(=O)C1 (centres undefined)

Compound,26,46
MEX-5 binding,-0.6,3.6
GLD-1 RNA inh,0,0
CR mimetic SO,102,96
MCL1-BIM inh,7,3
VLA-4 inh,38,2
GRK2 inh,0,0
CIT2-GFP yeast,99,103
Bcl-xL primary,2,0
AGP1 TOR yeast,98,105

Further records
#49 CC(=O)N1CCC(N(CCN2CCOCC2)C(=S)Nc2ccccc2C)CC1
#50 Cc1cc(NC(=O)CSc2ncn[nH]2)no1
#51 O=C(c1ccccc1F)N1C(=O)c2cccc3cccc1c23
#52 N#C/C(C(N)=O)=C1/SC=C(c2ccccc2)N1c1ccccc1
#53 C(=N\N(c1ccccc1)c1ccccc1)/c1ccc2c(c1)OCO2
#54 Cc1ccc(C)c(NS(=O)(=O)c2ccc3oc(=O)ccc3c2)c1

Compound,49,50,51,52,53,54
MEX-5 binding,2.0,-0.4,-0.3,1.0,2.1,1.8
GLD-1 RNA inh,6,0,2,1,2,-5
CR mimetic SO,104,87,85,92,102,101
MCL1-BIM inh,4,3,4,-10,-9,7
VLA-4 inh,12,-2,7,-5,-10,6
GRK2 inh,2,4,0,1,0,1
CIT2-GFP yeast,95,95,91,105,63,100
Bcl-xL primary,2,-2,8,-1,3,6
AGP1 TOR yeast,84,97,94,114,73,98

#55 N#CCSc1nc(-c2ccccc2)cs1
#56 CS(=O)(=O)c1nc([N+](=O)[O-])nn1CCCc1ccccc1
#57 COc1ccc(OC)c2c(N3CCN(C)CC3)cc(C(F)(F)F)nc12
#58 Cc1ccc(N2C(=O)N(CC(=O)Nc3ccccc3C)C(=O)C2C)cc1 (centres undefined)
#59 COc1ccc(OC)c2sc(N3CCN(C(=O)c4ccc5ncsc5c4)CC3)nc12
#60 O=S(=O)(NCCCCNS(=O)(=O)c1c(F)cccc1F)c1ccc2c(c1)OCCO2
#61 COC(=O)N1C(=O)[C@](CC(C)C)(c2ccccc2)N1C(=O)OC
#62 Cc1c(NC(=O)C(C)Oc2cccc(F)c2)c(=O)n(-c2ccccc2)n1C (centres undefined)
#63 COc1ccccc1N1CCN(C(=O)COc2ccc(S(=O)(=O)NC(C)C)cc2)CC1

Compound,55,56,57,58,59,60,61,62,63
MEX-5 binding,-0.6,-0.6,-2.6,0.7,-0.4,/,-2.9,/,-0.8
GLD-1 RNA inh,-3,22,0,/,-3,-7,-4,-4,-9
CR mimetic SO,95,98,94,103,107,93,76,99,94
MCL1-BIM inh,1,-2,3,/,-2,0,9,/,4
VLA-4 inh,1,14,-5,19,-3,-4,20,6,10
GRK2 inh,0,4,0,1,3,2,0,1,3
CIT2-GFP yeast,101,108,97,92,103,102,76,102,99
Bcl-xL primary,1,5,4,/,2,3,7,/,-3
AGP1 TOR yeast,100,100,100,88,106,98,85,99,95
